# Pol kappa inh: DNA polymerase kappa (human) inhibition | Q9UBT6 | 400,000 compounds, 0.53% hits | purified Pol kappa, fluorescent DNA synthesis assay, 10 min | Potency, µM (top dose mostly 107 µM), for inactives: top-dose activity, negative = inhibition, most hits filed as inhibitors; note: % is set by controls: 0 for no effect and ±100 for the full control effect
# Target sequence (Q9UBT6 whole entry, looked up): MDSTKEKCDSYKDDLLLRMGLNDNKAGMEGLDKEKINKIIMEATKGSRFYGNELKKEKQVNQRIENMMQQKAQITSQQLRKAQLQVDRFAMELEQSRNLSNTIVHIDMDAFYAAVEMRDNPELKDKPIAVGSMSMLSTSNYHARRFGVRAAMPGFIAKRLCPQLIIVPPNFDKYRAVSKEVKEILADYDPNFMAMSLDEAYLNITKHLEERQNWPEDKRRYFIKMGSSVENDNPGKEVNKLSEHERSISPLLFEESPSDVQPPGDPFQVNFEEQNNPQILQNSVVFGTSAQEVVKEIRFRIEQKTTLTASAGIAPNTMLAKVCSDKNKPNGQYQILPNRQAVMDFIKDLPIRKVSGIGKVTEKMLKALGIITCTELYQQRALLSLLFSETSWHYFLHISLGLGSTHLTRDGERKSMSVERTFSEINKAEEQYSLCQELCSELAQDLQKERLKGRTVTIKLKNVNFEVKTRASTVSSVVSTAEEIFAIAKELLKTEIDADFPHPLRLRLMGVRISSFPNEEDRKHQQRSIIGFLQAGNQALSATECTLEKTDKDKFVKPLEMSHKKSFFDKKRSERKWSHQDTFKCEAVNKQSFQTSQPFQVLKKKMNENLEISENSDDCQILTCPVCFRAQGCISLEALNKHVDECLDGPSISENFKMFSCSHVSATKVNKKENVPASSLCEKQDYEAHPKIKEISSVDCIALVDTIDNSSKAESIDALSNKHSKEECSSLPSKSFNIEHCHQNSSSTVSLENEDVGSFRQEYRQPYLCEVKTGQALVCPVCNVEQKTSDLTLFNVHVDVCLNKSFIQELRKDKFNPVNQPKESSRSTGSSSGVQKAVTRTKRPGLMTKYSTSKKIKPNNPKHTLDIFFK
#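 Enzyme at 10 nM met test compounds for 15 min at room temperature. Substrate addition (50 nM final) began the reaction, which was monitored by fluorescence at 0 and 10 min.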
# G9a inh: blocks human histone lysine methyltransferase G9a | Q96KQ7 | G9a H3K9 monomethylation, AlphaScreen, 2 h | Potency, µM (top dose mostly 102 µM), inactives show at the highest dose activity, negative = inhibition, most hits filed as inhibitors | 350,000 compounds, 8.8% hits | AID 504332; note: % is set by controls: 0 for no effect and ±100 for the full control effect; nearly all actives have a fitted effect of over 75% in size
#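 Quantitative HTS format: methyltransferase activity on a biotin-tagged H3K9 peptide is measured by AlphaScreen, using a rabbit anti-monomethyl-H3K9 antibody with streptavidin donor and anti-IgG acceptor beads. Final levels are 20 nM enzyme, 500 nM peptide, 20 uM SAM; 2 h RT.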
# BLM inh: Bloom syndrome helicase (human) inhibition; 350,000 compounds, 0.2% hits; P54132; AID 2528; Potency, µM (titrated, usually from 56.1 µM), for the others: at the highest dose activity change, negative = inhibition, hits mostly inhibitors; recombinant BLM DNA unwinding, fluorescence dequenching;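 note: plate controls were vehicle for no effect and no enzyme for full effect; nearly all actives have a fitted effect of over 35% in size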
# POLB inh: inhibitors of human DNA polymerase beta; P06746; Pol beta primer extension/strand displacement, fluorescence kinetic; Potency, µM (doses to about 114 µM), for the others: at the top dose activity change, negative = inhibition, usual class: inhibitors; 340,000 compounds, 1.3% hits; note: % is set by controls: 0 for no effect and ±100 for the full control effect
#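 Enzyme-only controls used 10 nM Pol beta; buffer lacking enzyme served as negative control. Compound preincubated 15 min, then 50 nM substrate added; 0 and 10 min reads at room temperature.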
# POLI inh: DNA polymerase iota (human) inhibition. 390,000 compounds, 1% hits. Potency, µM (doses to about 115 µM), for the others: at the highest dose activity, negative = inhibition, most hits filed as inhibitors. Pol iota fluorescent replication assay, 10 min
#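 Fluorescent replication assay read twice, at 0 min and 10 min after adding 50 nM (final) substrate. Enzyme (10 nM) and compounds were first incubated 15 min at room temperature; enzyme-free buffer wells were negative controls.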
# APE1 inh: APE1 (human) endonuclease inhibition. recombinant APE1, TAMRA/BHQ-2 abasic DNA cleavage fluorescence. 350,000 compounds, 0.35% hits. P27695. Potency, µM (highest dose often 65.8 µM), for the others: top-dose activity change, negative = inhibition, actives largely listed as inhibitors;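 note: plate controls were vehicle for no effect and reference inhibitor for full effect; nearly all actives have a fitted effect of over 55% in size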
#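 Measures dequenching upon AP-site incision of a 5'-TAMRA/3'-BHQ-2 THF-containing duplex, 50 nM; human APE1 0.75 nM after 15 min room-temperature exposure to compound; kinetic three-point read at one-minute spacing.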
# Anesthetic bind: binds horse apoferritin like a general anesthetic; P02791; apoferritin/1-aminoanthracene competitive binding, fluorescence; Potency, µM (top dose mostly 77.5 µM), for the others: at the highest dose activity change, negative = displacement, usual class: inhibitors; 350,000 compounds, 0.074% hits; note: % is set by controls: 0 for no effect and ±100 for the full control effect; nearly all actives have a fitted effect of over 20% in size
# Target sequence (P02791 2-175 limits assumed): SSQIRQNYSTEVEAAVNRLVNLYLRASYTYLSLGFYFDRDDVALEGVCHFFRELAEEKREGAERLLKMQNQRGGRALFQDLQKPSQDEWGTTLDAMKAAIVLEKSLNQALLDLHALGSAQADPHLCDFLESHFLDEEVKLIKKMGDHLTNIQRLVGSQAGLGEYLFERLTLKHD
#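 In PBS, apoferritin at 10 uM is loaded with 1-AMA from a 50% saturated solution. After 10 min of compound exposure at ambient temperature, reduced 535 nm fluorescence indicates probe displacement.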
# POLH inh: DNA polymerase eta (human) inhibition; Q9Y253; recombinant Pol eta, fluorescent DNA replication assay; Potency, µM (top dose mostly 114 µM), for the others: at the top dose activity change, negative = inhibition, usual class: inhibitors; 390,000 compounds, 1.2% hits; AID 588591; note: % is set by controls: 0 for no effect and ±100 for the full control effect
#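 Pol eta (10 nM) was preincubated with compounds for 15 min at room temperature, after which fluorescent replication substrate (50 nM final) was added to start the reaction. Fluorescence was read kinetically at 0 and 10 min.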
# BAZ2B inh: blocks human BAZ2B; 360,000 compounds, 4.4% hits; AlphaScreen BAZ2B-H3K14Ac peptide displacement; Potency, µM (titrated, usually from 114 µM), inactives show at the highest dose activity change, negative = inhibition, hits mostly inhibitors; note: % is set by controls: 0 for no effect and ±100 for the full control effect; nearly all actives have a fitted effect of over 60% in size
#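 Multi-concentration screen (max 110 uM) measuring displacement of acetylated histone H3 peptide from BAZ2B by AlphaScreen, using 50 nM protein, 50 nM peptide and 10 ug/mL streptavidin donor plus Ni-chelate acceptor beads.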
# Numbers without * were called inactive; ? = inconclusive; nt = no result given; [ ] = remark or other dose. Calls come from the whole dose curve; as a rule, active = well fitted curve in the direction sought with a large enough effect; inconclusive = small, poorly fitted or top-dose-only effect, or another doubt; inactive = no such curve, though single readings can be large; an effect the other way counts as inactive or inconclusive. Potency is the fitted concentration of half-maximal effect. The list is partial (hit frequency here may not be typical).
# The line under a structure holds: Pol kappa inh, G9a inh, BLM inh, POLB inh, POLI inh, APE1 inh, Anesthetic bind, POLH inh, BAZ2B inh
- COc1cc(Cl)c(C)cc1NC(=O)c1cc(CN2CCOCC2)on1
    -7%, -1%[59 µM], -1%, 0%, 13%, nt, -4%, -15%, ?
- CCc1ccccc1S(=O)(=O)Cc1ccc(C(=O)NCCc2ccccc2)o1
    8%, 21%, -3%, 8%, 37%, 25%, 2%, -14%, -11%
- O=C(NC1CCCC1)C1C2C=CC(C2)C1C(=O)N1CCOCC1 (stereo unspecified)
    -10%, -2%, 0%, -4%, 41%[activator], 6%, -19%, -10%, 3%
- COc1ccc(C2C(C(N)=O)=C(C)Nc3nc(-c4ccccc4Cl)nn32)cc1 (stereo unspecified)
    -5%, 1%[59 µM], -1%, -8%, 16%, nt, -10%, 10%, -18%
- CN1CCc2c(sc(/N=C/c3cc(Cl)ccc3O)c2C#N)C1
    -6%, -36%, -2%, -14%, 48%, -8%, 0%, -5%, -25%
- COCCNC(=O)CCCn1c(=O)c2cc(OC)c(OC)cc2n(CC(=O)c2ccc(Cl)cc2)c1=O
    nt, 15%[59 µM], 2%, 3%, nt, 4%, -2%, nt, -17%
- COc1ccc(C(=S)N2CCOCC2)cc1OC(=O)c1ccc(C)cc1
    -5%, 45µM*, -7%, 40%, 26%, -2%, 5%, -8%, ?
- CC1CCN(C(=O)COC(=O)c2ccc(=O)n(Cc3ccccc3)n2)CC1
    6%, -33%, nt, nt, 21%, 47%[activator], nt, -10%, -5%
- O=C(CCn1c(=O)oc2cc(Cl)ccc21)Nc1ccc(O)cc1
    6%, 22%[59 µM], -3%, 2%, 54%[activator], 52%[activator][12.4 µM], 2%, -16%, -1%
- CCc1cc(=O)oc2c3c(cc(OCC(=O)NCCCCCC(=O)O)c12)OC(C)(C)CC3
    -9%, -7%[12.7 µM], -4%, -18%, 6%, 0%, 5%, -18%, -11%
- Nc1ccc(Sc2nnnn2-c2ccccc2)c(Cl)c1
    -6%, 1%[12.7 µM], -3%, -18%, 43%[activator], 0%, -9%, -18%, -5%
- O=C(Cn1c(-c2cccs2)cc2ccccc21)NCc1ccccc1Br
    -17%, -22%[59 µM], -1%, 2%, -7%, nt, 49%[activator], -9%, -6%
- O=C(CNC(=O)c1ccccc1F)NCc1ccncc1
    -41%, nt, nt, nt, 48%[activator], -19%, nt, -5%, nt
- CC(C)C(=O)Nc1nnc(Cc2c[nH]c3ccccc23)s1
    -9%, 15%, -6%, -11%, 0%, -3%, -2%, 18%, -16%
- COCc1nnc(NC(=O)CCCCCN2C(=O)c3ccccc3C2=O)s1
    -5%, 3%[12.7 µM], -4%, 1%, ?, 3%, -11%, -7%, 8%
- COc1ccccc1CNc1ccc(-c2nc(-c3ccccc3C)no2)cc1[N+](=O)[O-]
    -6%, -40%[59 µM], -4%, 5%, 37%[activator], nt, -6%, -11%, -15%
- COc1cc(Cl)cc(C#N)c1OCC(=O)O
    -3%, -37%[12.7 µM], 2%, -1%, ?, 3%, -8%, -5%, 5%
- CCOC(=O)Cc1csc(NC(=O)c2ccc(Br)s2)n1
    nt, 1%[2.33 µM], 0%, 5%, nt, -3%, -11%, nt, -7%
- O=C(/C=C/c1ccccc1)Nc1cc(-c2nc3cc(Cl)ccc3o2)ccc1Cl
    -7%, 11%[59 µM], -1%, -4%, -7%, nt, -6%, -4%, -6%
- COc1cc(CCC(=O)NCc2ccc3c(c2)CCN3C(=O)c2ccccc2)cc(OC)c1OC
    -15%[60.1 µM], -2%[59 µM], 0%, 0%, -11%, nt, 0%, -10%, -7%
- Cc1cc(C(=O)NCC(=O)OC(C(=O)Nc2cc(C(F)(F)F)ccc2Cl)c2ccccc2)ccc1[N+](=O)[O-] (stereo unspecified)
    -14%, 6%, -8%, -13%, ?, -4%, ?, -13%, -1%
- O=C(O)C1C2CCC(O2)C1C(=O)Nc1cccc(F)c1 (stereo unspecified)
    nt, ?, -1%, 28%, nt, 8%, -17%, nt, ?
- CCN(CC)c1ccc(/C=N/Nc2nc3ccccc3[nH]2)cc1
    -17%, ?, -11%, -24%, -5%, -9%, 6%, -15%, 10µM*
- Cc1ccc(-c2nc3c4ccccc4n(Cc4cccc(Cl)c4)c(=O)n3n2)cc1
    -5%[60.1 µM], 4%[59 µM], 1%, 8%, -1%, nt, -5%, -24%, -2%
- CCCC(=O)OCC(=O)Nc1ccc2c(c1)OCO2
    4%, -16%, -1%, -15%, 154%[activator], 0%, 6%, 12%, -2%
- Cc1c(NC(=O)CSc2nnc(-c3ccncc3)o2)c(=O)n(-c2ccccc2)n1C
    -3%, 4%, 0%, 0%, 6%, 7%, 0%, -6%, 15%
- O=C(N/N=C/c1ccc(O)cc1O)c1ccncc1
    -3%, 41%, -3%, 13%, 24%, 4%, 9%, -7%, 32µM*
- CC(=O)N1CCN(CC(=O)Nc2ccc(C)c(F)c2)CC1
    -3%, ?, -2%, 1%, 41%[activator], -4%, 0%, -14%, 45µM*
- CCOc1cc(C(=S)N2CCOCC2)cc(Br)c1OS(=O)(=O)c1ccccc1
    7%, 28µM*, -7%, 29%, -20%, 2%, -15%, -4%, -32%
- Nn1c(SCC(=O)NCc2ccccc2)nnc1C1CC1
    7%, 2%[59 µM], 2%, -1%, -6%, -2%, -11%, -11%, 18%
- Cc1cc(C)n(-c2cc(N3CCN(S(=O)(=O)c4ccc5ccccc5c4)CC3)ccc2[N+](=O)[O-])n1
    2%, 36%[0.501 µM], -6%, 7%, -6%, 6%, -19%, -18%, -35%
- CC(C)/C(=N\NC(=O)Nc1ccccc1)c1ccccc1
    -11%, 19%, -5%, ?, -12%, 3%, -17%, -14%, -16%
- OC(c1cc(C(F)(F)F)nc2c(Cl)cc(Cl)cc12)C1CCCCN1 (stereo unspecified)
    5%, ?, -9%, 102%, 30%, 1%, -15%, -26%, -14%
- CS(=O)(=O)Nc1ccccc1C(=O)c1ccccc1
    -8%, -5%[12.7 µM], -2%, 8%, nt, 2%, 4%, 11%, 2%
- CCCCNC(=O)CN(c1ccc(Cl)c(Cl)c1)S(C)(=O)=O
    2%, -9%, 0%, 26%, 6%, 2%, -10%, -12%, 4%
- Cc1nn2c(NCC(C)C)c3c(nc2c1-c1ccccc1)CCC3
    0%, nt, -2%, 34%, 11%, -4%, 6%, -6%, 12%
- Cc1onc(-c2ccccc2Cl)c1C(=O)NC(=S)NCc1cccnc1
    -14%, 11%, -1%, 5%, 24%, 19%, -21%, -1%, ?
- CCCCN(CCCNC(=O)CN1N=C(c2ccc(C)cc2)CCC1=O)c1ccccc1
    -7%[60.1 µM], 14µM*, -17%, -11%, 0%, nt, 161%[activator], ?, 20µM*
- CCOc1cc(C(=O)NC(CC(=O)O)c2ccc(OC3CCCC3)cc2)cc(OCC)c1OCC (stereo unspecified)
    -19%, 22%, -3%, -2%, -2%, 18%, 3%, -17%, 3%
- COc1cc(NC(=S)NC2CC(C)(C)NC(C)(C)C2)cc(OC)c1
    -13%, 24%[12.7 µM], 1%, -13%, -8%, -4%, -6%, -1%, -8%
- O=c1/c(=C/c2ccc(O)cc2)sc2n1CCCN=2
    -2%, ?, -10%, -1%, -10%, -2%, -14%, -9%, 6%
- COc1ccccc1N1CCN(C(=O)c2ccc3nc(-c4ccco4)c(-c4ccco4)nc3c2)CC1
    -28%, 10µM*, -8%, 28µM*, ?, ?, -7%, -17%, ?
- COc1cc(S(=O)(=O)NC2CCCC2)c(OC)cc1Cl
    -4%, 17%[12.7 µM], -1%, 1%, 7%, -1%, -10%, -14%, 6%
- CCOC(=O)C(=O)Nc1nc(-c2ccc3c(c2)CCN3C(=O)C2CC2)c(C)s1
    -3%, 50µM*, -3%, -6%, -11%, 58%[activator], -21%, 14µM*, ?
- CCOC(=O)c1cccc(NC(=O)CCn2nnc3ccccc32)c1
    -12%, -27%[12.7 µM], -3%, -21%, 12%, 0%, -3%, -5%, 6%

# Random excerpt: five records from the list, in no set order.
# The line under a structure holds: Pol kappa inh, G9a inh, BLM inh, POLB inh, POLI inh, APE1 inh, Anesthetic bind, POLH inh, BAZ2B inh
- CS(=O)(=O)Nc1ccccc1C(=O)c1ccccc1
    -8%, -5%[12.7 µM], -2%, 8%, nt, 2%, 4%, 11%, 2%
- Cc1cc(C)n(-c2cc(N3CCN(S(=O)(=O)c4ccc5ccccc5c4)CC3)ccc2[N+](=O)[O-])n1
    2%, 36%[0.501 µM], -6%, 7%, -6%, 6%, -19%, -18%, -35%
- CCCCN(CCCNC(=O)CN1N=C(c2ccc(C)cc2)CCC1=O)c1ccccc1
    -7%[60.1 µM], 14µM*, -17%, -11%, 0%, nt, 161%[activator], ?, 20µM*
- COc1cc(NC(=S)NC2CC(C)(C)NC(C)(C)C2)cc(OC)c1
    -13%, 24%[12.7 µM], 1%, -13%, -8%, -4%, -6%, -1%, -8%
- CC(C)/C(=N\NC(=O)Nc1ccccc1)c1ccccc1
    -11%, 19%, -5%, ?, -12%, 3%, -17%, -14%, -16%

# Following part
# The line under a structure holds: Pol kappa inh, G9a inh, BLM inh, POLB inh, POLI inh, APE1 inh, Anesthetic bind, POLH inh, BAZ2B inh
- COc1cc(O)c2c(c1)OC(c1ccc(O)cc1)CC2=O (stereo unspecified)
    7%, -7%[59 µM], -10%, 2%, 30%, -4%, ?, ?, -10%
- O=C(O)CS(=O)(=O)CC(=O)NCc1cccc(C(F)(F)F)c1
    10%, -28%, -1%, -14%, 65%[activator], 2%, -7%, -5%, ?
- C=CCN1C(C(=O)c2ccccc2)=C(OC(=O)COc2ccccc2)c2ccccc2S1(=O)=O
    -22%, ?, 0%, 6%, 7%, 3%, 10%, -3%, ?
- O=C(C1CC(=O)N(c2ccc(F)cc2)C1)N1CCN(c2ccc(F)cc2)CC1 (stereo unspecified)
    -17%, nt, 2%, -15%, 7%, -16%, -4%, -7%, -13%
- Cc1ccc(CN(Cc2ccc(C)o2)C(=S)NCC(=O)O)cc1
    5%, ?, 3%, 14%, -2%, 5%, -3%, -17%, 4%
- COC(=O)c1c(N)sc(Cc2ccccc2)c1C
    8%, -11%[0.501 µM], -11%, 30%[activator], 24%, 6%, ?, ?, ?
- COc1cccc(NC(=O)Cn2cc(S(=O)(=O)Cc3ccccc3F)c3ccccc32)c1
    -10%, -3%[59 µM], -12%, 2%, 12%, nt, -12%, -20%, -12%

# Assay outcomes as filed in PubChem BioAssay.
